Mtb RmlCD inh: M. tuberculosis RmlC/RmlD inhibition | AID 1533 | inhibition, % at 3.6 µM | RmlC+RmlD coupled enzyme assay, percent inhibition; primary screen in compound mixtures | P9WH09+P9WH11 | 160,000 compounds, 0.03% hits; in the data active means inhibition mostly above about 34%, no sharp cut-off; inconclusive means no clear call, values can overlap the other calls; inactive means mostly below about 22%; further: some results filed as inactive read as strong as hits
Target sequence (P9WH09 whole entry, looked up): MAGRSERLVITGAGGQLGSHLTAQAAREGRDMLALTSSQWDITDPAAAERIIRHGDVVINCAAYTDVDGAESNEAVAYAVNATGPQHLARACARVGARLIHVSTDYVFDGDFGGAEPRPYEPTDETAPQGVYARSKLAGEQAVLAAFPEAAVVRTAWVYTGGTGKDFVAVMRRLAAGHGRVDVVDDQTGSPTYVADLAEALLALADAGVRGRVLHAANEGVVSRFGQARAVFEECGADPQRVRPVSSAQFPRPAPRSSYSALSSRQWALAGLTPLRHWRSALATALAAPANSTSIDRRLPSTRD
Target sequence (P9WH11 whole entry, looked up): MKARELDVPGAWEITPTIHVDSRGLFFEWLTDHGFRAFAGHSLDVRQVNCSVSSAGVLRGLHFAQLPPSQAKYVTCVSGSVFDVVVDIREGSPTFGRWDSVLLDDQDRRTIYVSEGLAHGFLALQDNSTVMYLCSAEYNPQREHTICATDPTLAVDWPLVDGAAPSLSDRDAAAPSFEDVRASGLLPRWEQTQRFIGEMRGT
GlmU inhibition: inhibition of mycobacterial GlmU enzyme – biochemical, glucosamine-1-phosphate acetyltransferase (AID 1376); M. tuberculosis GlmU acetyltransferase enzyme assay; higher % means a stronger effect; 220,000 compounds, 0.25% hits; inhibition, %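 (tested at 30 µM in the primary screen)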; hits with a dose series show IC50 in µM; in the data active means inhibition above about 13%; inconclusive means no clear call, values can overlap the other calls;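 further: 0% = complete reaction with vehicle and 100% = reaction without substrate; strong numbers were not always called active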
Numbers without * were called inactive; u = inconclusive; x = not tested or not shown. These rows are one share of the data; the hit share may differ from the screen's.

SMILES | Mtb RmlCD inh | GlmU inhibition
COc1ccc(CC2S/C(=C(\C#N)C(=O)NCc3ccco3)N(c3ccc(C)cc3)C2=O)cc1 (centres undefined) | 20.6 | 1.8%
Cc1cc(SCC#N)n2nc(C)c(-c3ccc(Cl)cc3)c2n1 | x | 3.7%
CC(NS(=O)(=O)c1ccccc1)C(c1cccs1)N1CCOCC1 (centres undefined) | x | -2.7%
O=C(CSc1nnc(CCCO)n1-c1ccccc1)NCCc1ccccc1 | 5.0 | 4.0%
COc1ccccc1-n1c(O)c(/C=N/N2CCCCC2)c(=O)n(-c2ccccc2OC)c1=S | -13.8 | 1.9%
O=[N+]([O-])c1cccc(CSc2ncnc3ccccc23)c1 | -5.8 | 2.1%
COC(=O)c1n[nH]n(-c2cc(Cl)cc(Cl)c2)c1=O | -1.8 | -1.0%
CCN(CC)CCNC(=O)CCCNC(=O)Cn1cnc2sc(C)c(C)c2c1=O | 6.6 | -4.5%
Cn1c(SCC(=O)NCc2cccs2)nnc1-c1ccc(S(=O)(=O)N2CCCC2)cc1 | x | -2.5%
O=C(CCCNS(=O)(=O)c1cccc2nsnc12)NCCN1CCN(c2ccccc2F)CC1 | x | -2.5%
NC(CO)(CO)COCc1ccccc1 | -9.3 | -1.8%
CCN(CC)S(=O)(=O)c1cc([N+](=O)[O-])ccc1N1CCC(C(N)=O)CC1 | 12.2 | 4.0%
CC1=C(C(=O)OCc2ccccc2)C(c2ccsc2)NC(=O)N1C (centres undefined) | u | 1.0%
O=C(O)C1Cc2ccccc2CN1C(=O)COc1ccc(Br)cc1 (centres undefined) | -10.7 | 12.6%
COc1ccccc1-n1cc(C(=O)NCC(=O)N2CCN(c3ccccc3)CC2)c2ccccc2c1=O | x | -2.1%
CC1CC(C)(C)CC2(C1)NC(=S)N(c1ccccc1)N2 (centres undefined) | -2.5 | 3.3%
O=C(Cn1cnc2c(oc3ccccc32)c1=O)NCCc1ccccc1 | x | 0.3%
Cn1c(=O)oc2cc(S(=O)(=O)NCCN3CCc4ccccc4C3)ccc21 | 7.0 | 2.7%
CC(C)NC(=O)C1CCN(C2CCN(C(=O)c3ccc4cccc(F)c4n3)CC2)CC1 | 19.4 | -0.2%
COc1cccc(-n2c(SCC(N)=O)nc3c([nH]c4ccccc43)c2=O)c1 | 5.2 | x
CC1(C)CC(=O)C2=C(C1)N(Cc1ccco1)C(=O)NC2(C(F)(F)F)C(F)(F)F | 14.2 | -2.3%
COC(=O)c1nc2n(n1)C(c1cc(OC)ccc1OC)C(C(=O)OC1CCCCC1)=C(C)N2 (centres undefined) | 4.6 | 3.1%
CCS(=O)(=O)c1ccc2oc(Nc3ccc(OC)cc3)nc2c1 | 4.2 | 1.0%
O=C(NCC(c1cccnc1)N1CCN(c2ccc(F)cc2)CC1)c1ccc2c(c1)OCO2 (centres undefined) | 0.8 | -3.5%
O=C1C=C(Nc2ccc(Cl)cc2)CC(c2ccccc2)C1 (centres undefined) | -9.2 | -0.1%

More entries:
SMILES | Mtb RmlCD inh | GlmU inhibition
CCCCNC(=O)CSc1nnc(Cc2ccccc2)n1CC1CCCO1 (centres undefined) | x | 4.9%
O=C(NCCSCc1ccc(Cl)cc1)c1cccs1 | -3.3 | 0.1%
Cc1cc(C)n2c(Nc3ccc4c(c3)OCCO4)c(-c3ccc(C)o3)nc2n1 | -5.1 | -7.1%
O=C(COC(=O)c1cc(NS(=O)(=O)c2cccs2)ccc1O)Nc1ccccc1 | x | -5.4%
CC(C)c1c(O)nc(SCCN2CCOCC2)[nH]c1=O | 8.1 | -1.0%
O=c1c2c(ncn1CCO)nc1n2CCC1 | x | -3.7%
CC(=O)OC1=C(O)C(=O)c2ccccc2C1=O | x | -0.1%
CCN(CC1COc2ccccc2O1)S(=O)(=O)c1ccc(C)cc1 (centres undefined) | -5.4 | 3.7%
O=C(COC(=O)c1ccc(CNS(=O)(=O)c2ccc(F)c(Cl)c2)cc1)NCC1CCCCC1 | 1.8 | 2.6%
O=C(Nc1ccc(OC(=O)c2ccco2)cc1)c1ccco1 | -4.0 | 1.7%
Cc1[nH]ccc(=O)c1OCc1c(F)cccc1Cl | -6.5 | -4.7%
CN(C)C(=O)CSc1nnc(Cc2ccccc2)n1CC1CCCO1 (centres undefined) | 4.1 | 1.5%
Cc1ccc(OCc2nc3c4c(ncn3n2)-c2ccccc2CC42CCCC2)cc1 | -4.2 | 0.4%
COC(=O)COc1ccccc1C(N)=O | 1.8 | -1.2%
C=CCn1c(NCCO)nc2c1c(=O)n(C)c(=O)n2C | -5.9 | 4.8%
COCCNC(=O)C(=O)N/N=C(\C)CC(=O)Nc1ccc(Cl)cc1Cl | -5.7 | 3.0%
Cc1ccc(NC(=O)CCN2C(=O)CSC2=O)c(C)c1 | 0.0 | -1.1%
Nn1c(=S)[nH]nc(Cc2ccc(O)cc2)c1=O | 20.4 | -1.1%
COC(=O)CCN(C1CCCCC1)S(=O)(=O)c1ccc(S(=O)(=O)NC2CCCCC2)cc1 | 1.2 | -1.8%
O=C(/C=C/c1ccc(Cl)c(Cl)c1)n1cccn1 | 17.6 | 3.6%
OCCSc1nc(N2CCOCC2)nc(N2CCOCC2)n1 | -12.2 | -2.8%
COc1ccc(F)cc1C(=O)C1CCCN(Cc2cccn2-c2cccnc2)C1 (centres undefined) | x | -1.7%
C/C(=N\NC(=O)Cc1csc(N2CCOCC2)n1)c1ccc(Cl)c(Cl)c1 | -13.7 | -3.5%
C[N+]1=C(/C=C/Nc2ccccc2)C(C)(C)c2ccccc21 | 6.4 | -1.2%
COc1ccccc1CNC(=O)C1CCN(S(=O)(=O)N2CCCCC2)CC1 | 7.0 | 7.3%

(continued)
SMILES | Mtb RmlCD inh | GlmU inhibition
CCc1c(C(=O)NCc2cnn(C)c2)csc1C | -8.9 | 3.8%
C=CCNC(=O)c1ccc(C)c(Br)c1 | x | 3.7%
Cc1n[nH]c(C)c1N1C(=O)c2cccc3c(N4CCCCCC4)ccc(c23)C1=O | -9.0 | -5.3%
COc1cc(CSC)nc(-c2ccccc2)n1 | 8.6 | x
Cc1ccccc1OCCn1cnc2c(N)ncnc21 | x | -1.9%
O=C(Cn1c(=S)[nH]c2ccccc2c1=O)NCCc1ccccc1 | 1.6 | -5.4%
Cc1nn(Cc2ccc(F)cc2)c(C)c1NC(=O)C1c2ccccc2Oc2ccccc21 | x | 0.2%
COc1ccc2[nH]c(O)c(N=NC(=N)N)c2c1 | -6.7 | 0.2%
O=c1ncc(F)c[nH]1 | x | 4.3%
Cc1ccc(NC(=O)CN2CCN(CCN=CC3=C(O)CC(c4ccccc4)CC3=O)CC2)cc1 (centres undefined) | -11.2 | -0.5%
CCCNC(=O)N1CCN(S(=O)(=O)c2ccc(C)cc2)CC1 | x | -3.8%
CNc1nnc(C(F)(F)F)s1 | 4.0 | -6.0%
Nc1nc(CSc2ncn[nH]2)nc(Nc2ccc(F)cc2)n1 | 12.5 | -2.5%
O=[N+]([O-])c1ccc(Sc2nnnn2-c2ccccc2)nc1 | x | -0.3%
O=C1C=CC(=O)N1N(c1ccccc1)c1ccccc1 | 4.3 | -3.1%
CC(C)OC(=O)c1cccnc1N1CCN(c2ccc(F)cc2)CC1 | -11.7 | -6.3%
COc1ccc(S(=O)(=O)Nc2cc(C)on2)cc1OC | x | 0.2%
Cn1c2ccccc2c(=O)c2c(=O)n(Cc3ccccc3)c(-c3ccc(F)cc3)nc21 | -5.7 | 3.5%
NC(=O)c1ccccc1Br | 6.1 | -3.1%
O=S(=O)(c1ccccc1)N1CCN(c2nnnn2-c2ccccc2)CC1 | 11.8 | 0.9%
Cc1cc(C)cc(N(CCC(=O)Nc2nnc(C)s2)S(=O)(=O)c2ccc(Cl)cc2)c1 | x | -2.2%
CCCCn1c(C(C)NC(=O)CC)nc2ccccc21 (centres undefined) | x | 4.5%
Nc1ccccc1SSc1ccccc1N | 8.1 | -2.9%
CCC1(C)Cc2ccccc2C(=O)N1 (centres undefined) | 4.1 | 6.9%
CS(=O)c1ccccc1COC(=O)Nc1ccccc1 (centres undefined) | 3.1 | -4.6%

Some of the entries so far, with tabs:
molecule	Mtb RmlCD inh	GlmU inhibition
Cn1c2ccccc2c(=O)c2c(=O)n(Cc3ccccc3)c(-c3ccc(F)cc3)nc21	-5.7	3.5%
NC(=O)c1ccccc1Br	6.1	-3.1%
O=S(=O)(c1ccccc1)N1CCN(c2nnnn2-c2ccccc2)CC1	11.8	0.9%
Cc1cc(C)cc(N(CCC(=O)Nc2nnc(C)s2)S(=O)(=O)c2ccc(Cl)cc2)c1	x	-2.2%

The main list resumes with the five entries that preceded the break.
SMILES | Mtb RmlCD inh | GlmU inhibition
Cc1cc(C)cc(N(CCC(=O)Nc2nnc(C)s2)S(=O)(=O)c2ccc(Cl)cc2)c1 | x | -2.2%
CCCCn1c(C(C)NC(=O)CC)nc2ccccc21 (centres undefined) | x | 4.5%
Nc1ccccc1SSc1ccccc1N | 8.1 | -2.9%
CCC1(C)Cc2ccccc2C(=O)N1 (centres undefined) | 4.1 | 6.9%
CS(=O)c1ccccc1COC(=O)Nc1ccccc1 (centres undefined) | 3.1 | -4.6%
COC(=O)c1ccc(-c2ncc(-c3cccc4ccccc34)o2)cc1 | x | 2.0%
COc1ccc2c(c1)CC/C(=C/c1ccncc1)C2=O | 5.5 | 6.2%
COC(=O)C1CCN(c2ccc([N+](=O)[O-])cc2)CC1 | 0.9 | -3.8%
CCOc1ccc(-n2cc(-c3ccc(OC)c(OC)c3)[nH]c2=S)cc1 | -2.9 | 3.3%
Cc1cccc(Nc2nc3c(c(=O)n(C)c(=O)n3C)n2CC(O)CO)c1 (centres undefined) | -3.1 | 3.2%
O=C(Nc1nccs1)c1ccc(S(=O)(=O)NCc2cccs2)cc1 | x | -1.6%
CCCOc1ccc(N2C(=O)CC(SCCN)C2=O)cc1 (centres undefined) | -7.2 | 7.3%
COc1cccc(OC)c1C(=O)n1nc(C)cc1C | -7.5 | 1.4%
O=C1NC(=O)C(=Cc2ccc3ccccc3c2)C(=O)N1 | 3.3 | 0.6%
CCCCOC(=O)C1=C(C)NC2(O)c3ccccc3C(=O)C12O (centres undefined) | 10.3 | 2.7%
Oc1ccc(-c2nc3c4c(ncn3n2)-c2ccccc2CC42CCCC2)cc1 | 4.5 | 0.9%
CCN(CC)c1ccc(NC2=C(Cl)C(=O)c3ccccc3C2=O)cc1 | x | 2.0%
C=CC1C(OC2OC(CO)C(O)C(O)C2O)OC=C(C(=O)OC)C1CC1CC(=O)CC(CC(=O)CCc2ccc(O)cc2)O1 (centres undefined) | x | 0.0%
CCCCn1nnnc1SCC(=O)Nc1ccc(F)cc1 | -4.8 | 2.1%
CCOC(=O)c1ccc(NS(=O)(=O)c2ccc3c(c2)CCCN3C(C)=O)cc1 | x | -1.0%
Cn1nc(CC(=O)NCc2cccc3ccccc23)c2ccccc2c1=O | -9.4 | 4.5%
N#Cc1ccc(C(=O)Nc2cccc3ncccc23)c(F)c1 | 5.0 | 1.9%
CCOC(=O)N1CCN(C(=O)C(C)SCc2ccccc2)CC1 (centres undefined) | 25.6 | 0.5%
c1ccc2c(Oc3ccc4c(c3)OCO4)nncc2c1 | x | 8.8%
Cc1cccc(C(=O)NC(=S)N2CCN(C(=S)NC(=O)c3cccc(C)c3)CC2)c1 | 5.3 | 0.8%
C1=C(c2cccc3ccccc23)N2CCN=C2S1 | 16.4 | 2.0%
O=C(NC1CCCCCC1)c1cc(-c2ccccn2)nc2ccccc12 | 5.5 | 0.9%
COc1ccccc1N1CCN(C(=O)c2ccoc2C)CC1 | x | 3.7%
O=c1cc(N2CCN(c3ccccc3)CC2)[nH]c(=O)n1-c1ccccc1Cl | x | 0.6%
Fc1ccc(NCc2cccnc2)cc1 | 1.6 | 5.4%

(continued)
SMILES | Mtb RmlCD inh | GlmU inhibition
Cc1cc(C)n(CCc2nc(-c3ccc(-c4ccccc4)cc3)cs2)n1 | x | -4.0%
COc1ccc(NC(=O)Nc2nnc(-c3ccncc3)s2)cc1 | 22.4 | -0.3%
CN(C)S(=O)(=O)c1ccc(C(=O)NCc2ccc3[nH]c4c(c3c2)CCCC4)cc1 | x | -6.4%
CCN(CC)c1nc(N)c([N+](=O)[O-])c(NCCO)n1 | -4.3 | 1.7%
CNC(=S)N(CCc1ccc(OC)c(OC)c1)Cc1cc2c(C)cc(C)cc2[nH]c1=O | 3.2 | 1.5%
O=C(Nc1ccc(Cl)cn1)c1cc(S(=O)(=O)N2CCCCC2)ccc1Cl | 8.2 | -2.1%
CCOC(=O)CNC(=O)c1c(C)nn(C)c1Cl | 8.9 | 0.9%
Cc1ccc2c(c1)N(CC(=O)NC1CCCc3ccccc31)C(=O)CO2 (centres undefined) | 5.8 | 5.8%
CCOc1ccc(OCC)c(NS(=O)(=O)c2ccc3c(c2)n(C)c(=O)c(=O)n3C)c1 | -9.6 | -0.1%
COC(=O)C1=C(C(C)=O)C(c2ccc(C(=O)OC)cc2)n2nnnc2N1 (centres undefined) | 1.6 | -1.8%
Cc1c(C(=O)OCC(=O)Nc2ccc3c(c2)OCO3)cccc1[N+](=O)[O-] | x | 0.3%
CCN(CC)c1ccc(CN(C(=O)c2cc(OC)c(OC)c(OC)c2)C2CCS(=O)(=O)C2)cc1 (centres undefined) | x | -0.6%
CCOc1ccc(NC(=S)NCCCN2CCN(c3ccc(OC)cc3)CC2)cc1 | -10.5 | 1.6%
C/C(=N\Nc1ccc([N+](=O)[O-])cc1)c1ccc(C#N)cc1 | -4.7 | -5.3%
O=C(NNC1CC(=O)N(c2ccc(Br)cc2)C1=O)c1ccco1 (centres undefined) | -3.4 | -0.9%
O=C(COc1ccc(NS(=O)(=O)c2ccc(F)cc2)cc1)N1CCOCC1 | -3.2 | -1.9%
CC12CCC(C(=O)N(c3ccc(Cl)cc3)C1=O)C2(C)C (centres undefined) | x | 1.5%
O=C(NCc1ccccc1)Nc1cccn(Cc2ccccc2Cl)c1=O | 5.9 | -2.6%

Screens as filed in PubChem BioAssay.
